PAD4 inhibitors – human PAD4 inhibitors, primary screen, biochemical, fluorescence polarization (AID 463073); Protein-arginine deiminase type-4 (Homo sapiens); recombinant PAD4, RFA probe fluorescence polarization; stronger effect = higher value; inhibition, % at 5 µM; 2,000 tested, 0.5% active;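 active = inhibition above 30%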;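 note: 0% = PAD4 with DMSO and 100% = wells lacking PAD4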
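System: recombinant PAD4. Amount: PAD4 at 2 µM in dispensed buffer, before additions. Doses: single 5 µM final compound concentration. Timing: 30 min 25 °C preincubation, 5 h 37 °C labeling. Benchmarks: wells lacking PAD4 as full-inhibition control. Repeats: single well per compound. Measured by: FP, ex 525 nm, em 598 nm.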
Starred values were filed as active, the others as inactive; & = joins results of further samples. A portion of the library; count on the stated rates, not on these rows.

SMILES	PAD4 inhibitors
COc1cc(COc2ccc3c(C)c(Cc4ccccc4)c(=O)oc3c2)cc(OC)c1OC	-2.0
CCN1C(=O)C(CC(=O)Nc2ccc(F)cc2)N(Cc2ccc3c(c2)OCO3)C1=S (configuration not stated)	6.8
CCNC(=S)Nc1ccc(OC(F)(F)F)cc1	-1.4
COc1ccc2c3c([nH]c2c1)C1(NCC3)C(=O)Nc2ccccc21 (configuration not stated)	0.1
C[C@H]1O[C@H]1P(=O)(O)O	3.3
C[C@H]1OC[C@@H](C[N+](C)(C)C)O1	0.6
O=C1c2ccccc2C(=O)C1c1ccccc1	-0.4
CNc1nc(Nc2ccccc2)nc(OCC(F)(F)F)n1	5.4
CC(C)Cc1cc(C(=O)N2CCC(N3CCC(C(=O)N4CCCC4)CC3)CC2)n[nH]1	1.2
COc1cc2c(cc1NCc1ccc3c(c1)OCO3)oc1ccccc12	-0.2
COc1ccc(/C=N\NC(=O)CCc2c(C)n[nH]c2C)c(OC)c1OC	-4.2
OCCN1CCN(CCCN2c3ccccc3Sc3ccc(C(F)(F)F)cc32)CC1	1.7
O=C(/C=C/c1ccccc1)c1ccccc1	-1.6
CC(C)CCC1(CN2CCCC2=O)C(=O)NC(=O)NC1=O	0.0
COc1ccc(O)c(C2=Nc3ccccc3N=C(c3ccccc3)C2)c1	4.8
CC(=O)[C@@]1(O)CC[C@H]2[C@@H]3CCC4=CC(=O)CC[C@]4(C)[C@H]3[C@@H](O)C[C@@]21C	-0.3
Clc1cc(-c2ccc(/C=N/n3cnnc3)o2)ccc1Br	6.8
Nc1ccc([As](=O)(O)O)cc1	-1.0
CC(=O)OCC[N+](C)(C)C	-5.5&2.6
N=C1C(c2ccccc2)=C(O)CN1CCCO	-1.6
CCC(C)NCCOc1ccccc1C (configuration not stated)	-1.4
COc1ccc(NC(=S)NCCc2c[nH]c3ccccc23)cc1	5.7
CC(=O)NCCCC(=O)NC(CCC(=O)OCc1ccccc1)C(=O)OCc1ccccc1 (configuration not stated)	-0.8
O=C(Nc1ccccc1)OCC1CCCN2CCCCC12 (configuration not stated)	1.2
O=C1[C@@H]2CSCN2C(=O)CN1Cc1ccc(F)cc1	0.4
COc1ccccc1/C=C/C(=O)OCCN1CCOCC1	-3.3
NNC(=O)c1ccc(Cl)cc1	6.2
O=c1ccc2ccccc2o1	-0.6
COc1ccc2c(CCNC(=O)c3ccc([N+](=O)[O-])cc3)c[nH]c2c1	-1.2
C=C(C)Cn1c(NCCOC)nc2c1c(=O)[nH]c(=O)n2C	1.7
C#C[C@]1(O)CC[C@H]2[C@@H]3CCc4cc(O)ccc4[C@H]3CC[C@@]21C	4.1
NC(=O)c1cnccn1	3.1
CC(C)NC[C@@H](O)c1ccc(O)c(O)c1	5.4
COC(=O)CSc1nc2ccc(N)cc2s1	-3.7
COc1ccc(C(=O)C2CCCCC2=O)cc1 (configuration not stated)	-1.2
O=C(O)C1CSC(c2ccc3c(c2)OCO3)N1 (configuration not stated)	0.6
Cc1[nH]c2ccccc2c1C(=O)C(=O)NCc1ccco1	2.5
CC(CCc1ccccc1)NCC(O)c1ccc(O)c(C(N)=O)c1 (configuration not stated)	1.7
Cc1cnc(C(=O)N2CCCC(C(=O)c3ccc(Cl)cc3C)C2)cn1 (configuration not stated)	-0.6
NC12CC3CC(C1)CC(O)(C3)C2	-2.9
Clc1ccc(CSC(Cn2ccnc2)c2ccc(Cl)cc2Cl)cc1 (configuration not stated)	1.2
Cc1nc2sccn2c(=O)c1CCN1CCC(=C(c2ccc(F)cc2)c2ccc(F)cc2)CC1	4.0
CCOC(=O)c1ccccc1NC(=O)c1ccc(F)cc1	0.8
O=C(NC(=S)N1CCCCC1)c1cccnc1	-1.9
CCc1ccc(/C=C2\SC(=S)N(CCC(=O)N3CCN(C)CC3)C2=O)cc1	-0.2
N/C(=N\OS(=O)(=O)c1ccc2ccccc2c1)c1cccnc1	1.8
CNC[C@H](O)c1cccc(O)c1	0.7
CCC1(c2ccccc2)C(=O)NCNC1=O	1.4

As entered above:
PAD4 inhibitors with CCOC(=O)c1ccccc1NC(=O)c1ccc(F)cc1 : 0.8
PAD4 inhibitors with Cc1[nH]c2ccccc2c1C(=O)C(=O)NCc1ccco1 : 2.5
PAD4 inhibitors with Cc1nc2sccn2c(=O)c1CCN1CCC(=C(c2ccc(F)cc2)c2ccc(F)cc2)CC1 : 4.0
PAD4 inhibitors with N/C(=N\OS(=O)(=O)c1ccc2ccccc2c1)c1cccnc1 : 1.8
PAD4 inhibitors with CC(CCc1ccccc1)NCC(O)c1ccc(O)c(C(N)=O)c1 (configuration not stated) : 1.7
PAD4 inhibitors with Clc1ccc(CSC(Cn2ccnc2)c2ccc(Cl)cc2Cl)cc1 (configuration not stated) : 1.2
PAD4 inhibitors with CNC[C@H](O)c1cccc(O)c1 : 0.7
PAD4 inhibitors with CCc1ccc(/C=C2\SC(=S)N(CCC(=O)N3CCN(C)CC3)C2=O)cc1 : -0.2
PAD4 inhibitors with CCC1(c2ccccc2)C(=O)NCNC1=O : 1.4
PAD4 inhibitors with Cc1cnc(C(=O)N2CCCC(C(=O)c3ccc(Cl)cc3C)C2)cn1 (configuration not stated) : -0.6
PAD4 inhibitors with O=C(NC(=S)N1CCCCC1)c1cccnc1 : -1.9
PAD4 inhibitors with NC12CC3CC(C1)CC(O)(C3)C2 : -2.9

Later entries:
SMILES	PAD4 inhibitors
Cc1cccc(OCC(=O)Nc2ccc(C(=O)NCC(C)C)cc2)c1	0.2
COC(=O)c1cc(-c2ccc(C)o2)nc2ccccc12	1.6
Cn1c2[n+](c3ccc(Cl)cc3c1=O)Cc1ccccc1-2	1.8
Cc1ccc(P(=O)(CSC(=N)N)c2ccc(C)cc2)cc1	5.2
Cn1cc(CN(CCO)Cc2cccs2)c(-c2cccc(Cl)c2)n1	-3.1
CN(C)CCN(Cc1cccs1)c1ccccn1	3.3
COc1ccc(C(=O)/C=C/c2cc(C(=O)O)cc3c2OCOC3)c(O)c1	3.0
O=C(CCCC(=O)OCC1CCCO1)OCC1CCCO1 (configuration not stated)	3.3
COCCN(CCOC)Cc1c(C)[nH]c2c(C)c(C)ccc2c1=O	-0.5
COc1ccc2cc(C3(C)NC(=O)NC3=O)ccc2c1 (configuration not stated)	6.6
Cc1cc(=O)oc2cc(OC(C)C(=O)NCC3CCCO3)ccc12 (configuration not stated)	1.8
O=C(COc1ccccc1)Nc1ccc2c(c1)C(=O)N(CC1CCCO1)C2=O (configuration not stated)	-1.4
COc1ccc2[nH]cc(CCNC(=O)C3CCCNC3=O)c2c1 (configuration not stated)	6.2
NC(N)=N/N=C/c1ccc(OS(=O)(=O)c2ccccc2)cc1	0.6
CCOC(=O)c1ccc2[nH]c(C)c(CCC(C)=O)c(=O)c2c1	-4.5
CC(C)C(=O)Nc1ccc(S(=O)(=O)N2CC3CC(C2)c2cccc(=O)n2C3)cc1 (configuration not stated)	-2.7
COc1cc(C(=O)CCN2CCC(c3ccccc3)C2)cc(OC)c1OC (configuration not stated)	1.4
CCN(CC)C(=O)c1sc(NC(=O)c2c(OC)cccc2OC)c(C#N)c1C	-0.4
CC1CCCc2sc3ncn(N)c(=N)c3c21 (configuration not stated)	1.9
CN[C@H](C)[C@H](O)c1ccccc1	2.9
Clc1ccc(Cn2c(CN3CCCC3)nc3ccccc32)cc1	3.0
O=C(CN1C(=O)c2ccccc2S1(=O)=O)Nc1ccccc1	-2.0
O=C1Cc2ccccc2C(c2ccccc2)N1 (configuration not stated)	0.8
CCCCC(=O)O[C@]1(C(=O)CO)CC[C@H]2[C@@H]3CCC4=CC(=O)CC[C@]4(C)[C@H]3[C@@H](O)C[C@@]21C	-2.9
Oc1[nH]c2ccccc2c1C1=NCCCC1	1.2
O=c1[nH]cnc2c1ncn2[C@@H]1O[C@H](CO)[C@@H](O)[C@H]1O	-4.2
CCOc1ccc(C2C(C#N)=C(N)Oc3c2c(=O)oc2ccccc32)cc1 (configuration not stated)	6.9
O=C(NCc1ccc2c(c1)OCO2)c1ccc2c(c1)OCCO2	2.2
O=c1cc(CN2CCN(c3cccc(Cl)c3)CC2)c2cc(O)c(-c3ccccc3)cc2o1	4.1
COc1ccc(-c2cc3cc(OC)c(OC)cc3c(C)n2)cc1	5.4
CC1(C)CC(CC(=O)Nc2nccs2)(c2ccccc2)CCO1 (configuration not stated)	5.6
CCCN(CCC)S(=O)(=O)c1ccc(C(=O)O)cc1	8.0
C[C@]12CCC(=O)C[C@@H]1CC[C@@H]1[C@@H]2CC[C@]2(C)C=CC[C@@H]12	-1.9
COc1cc2ccc(=O)oc2c(O)c1OCC=C(C)C	-2.5
CN1CCN(CCCN2c3ccccc3Sc3ccc(Cl)cc32)CC1	-0.2
CCCNCC(O)COc1ccccc1C(=O)CCc1ccccc1 (configuration not stated)	-4.9

Brought forward from above: eight entries; new compounds follow.
SMILES	PAD4 inhibitors
O=c1cc(CN2CCN(c3cccc(Cl)c3)CC2)c2cc(O)c(-c3ccccc3)cc2o1	4.1
COc1ccc(-c2cc3cc(OC)c(OC)cc3c(C)n2)cc1	5.4
CC1(C)CC(CC(=O)Nc2nccs2)(c2ccccc2)CCO1 (configuration not stated)	5.6
CCCN(CCC)S(=O)(=O)c1ccc(C(=O)O)cc1	8.0
C[C@]12CCC(=O)C[C@@H]1CC[C@@H]1[C@@H]2CC[C@]2(C)C=CC[C@@H]12	-1.9
COc1cc2ccc(=O)oc2c(O)c1OCC=C(C)C	-2.5
CN1CCN(CCCN2c3ccccc3Sc3ccc(Cl)cc32)CC1	-0.2
CCCNCC(O)COc1ccccc1C(=O)CCc1ccccc1 (configuration not stated)	-4.9
O=C(O)c1ccccc1O	-0.3
CCN(CC)C(=O)c1ccc(O)c(OC)c1	3.3
COc1ccc(C2OC(=O)Cc3cc(OC)c(OC)cc32)cc1 (configuration not stated)	4.5
C=C1C2(C(=O)Nc3ccc(SC(F)F)cc3)CCC(C2)C1(C)C (configuration not stated)	3.2
COc1cc(CNCCc2ccccc2F)ccc1OCC(=O)N1CCCCC1	-1.6
